Compound activity from PubChem.
HepG2 tox: HepG2 cytotoxicity, counter-screen for TGF-b inhibitors | hit rate 0.76% among 410,000 | Potency, µM (highest dose often 46.1 µM), for the others: at the highest dose activity change, negative = cytotoxicity, most hits filed as cytotoxic | HepG2 CAGA-GFP viability, ATP luminescence, 18 h; further: potency means the concentration at half of the fitted maximal effect; some results filed as inactive show a strong effect at the top dose
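CellTiter-Glo luminescence gave cytotoxicity after 18 hours at 37 degrees C. The cells were HepG2 CAGA-GFP in 1% FBS DMEM, stimulated with 500 pg/mL TGF-beta after compound addition. %Activity was normalised to no-cell wells (complete cell-killing) and DMSO (no toxicity), and curves were fitted and classified.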
A549 viability: kills or reduces viability of A549 cells in Nrf2 counter-screen | A549 ARE-Fluc cells, CellTiter-Fluor viability, 18-24 h | Potency, µM (series often up to 46 µM), for the others: at the highest dose activity change, negative = cytotoxicity, most hits filed as inhibitors | hit rate 0.16% among 390,000 | AID 504648; further: potency means the concentration at half of the fitted maximal effect; on the % scale 0 is the no-effect control and ±100 the full control effect
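A549 ARE_Fluc cells in 5% FBS OPTI-MEM were exposed to compounds in concentration-response for 18-24 h at 37 deg C. Viability was read by CellTiter-Fluor fluorescence (Ex 405/Em 525) after 30 min, before the luciferase read.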
ATXN viability: viability counter-screen for ATXN expression inhibitors | S2 cells (HEK-293 line with an ATXN2-luciferase reporter) viability, CellTiter-Fluor protease fluorescence, 24 h | Potency, µM (top dose mostly 56.7 µM), actives largely listed as cytotoxic | hit rate 0.49% among 400,000 | AID 651635; further: potency means the concentration at half of the fitted maximal effect; nearly all actives have a fitted effect of over 40% in size
Nrf2 activator: Nrf2 pathway activation | AREc32 ARE-luciferase reporter (MCF7-derived line), luminescence, 24 h | Potency, µM (highest dose often 46.1 µM), for inactives: at the highest dose activation, usual class: activators | hit rate 0.31% among 410,000; further: potency means the concentration at half of the fitted maximal effect; % of control where 0% means no effect; nearly all actives have a fitted effect of over 65% in size
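AREc32_Fluc, 1000 cells/well, OPTI-MEM + 5% FBS, o/n 37 deg C 5% CO2; 23 nL cpd by pin tool, 24 hr; Steady-Glo 30 min RT, luminescence.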
Nrf2 inh: inhibitors of Nrf2 signaling; A549 ARE-Fluc reporter, luciferase luminescence, 18-24 h; Potency, µM (doses to about 46 µM), without a hit: at the top dose activity change, negative = inhibition, hits mostly inhibitors; hit rate 2.1% among 360,000; further: potency means the concentration at half of the fitted maximal effect; on the % scale 0 is the no-effect control and ±100 the full control effect; nearly all actives have a fitted effect of over 60% in size
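In this cell-based qHTS, ARE-driven firefly luciferase in A549 cells reports Nrf2 activity; the luminescent signal after BugLite lysis is the measured value, with a prior CellTiter-Fluor read for cell health.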
ATXN2 expr inh: reduces ATXN2 reporter expression in HEK-293 cells; hit rate 0.72% among 360,000; HEK-293 ATXN2-luciferase reporter, luminescence, 24 h; Potency, µM (doses to about 57 µM), for inactives: top-dose activity change, negative = inhibition, hits mostly inhibitors; further: potency means the concentration at half of the fitted maximal effect; on the % scale 0 is the no-effect control and ±100 the full control effect; nearly all actives have a fitted effect of over 55% in size
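ATXN2-luciferase reporter cells (luciferase flanked by upstream and downstream ATXN2 gene portions) were treated 24 h at 37 °C with compounds at up to 57 uM. SteadyGlo luminescence gave expression; GF-AFC fluorescence gave viability.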
TGFb inhibitor: TGF-b pathway inhibition; HepG2 CAGA-GFP TGF-b/SMAD3 reporter, GFP fluorescence, 18 h; TGF-beta stimulated, 500 pg/mL final; Potency, µM (titrated, usually from 46.1 µM), for the others: top-dose activity, negative = inhibition, usual class: inhibitors; hit rate 1.2% among 410,000; AID 588855; further: potency means the concentration at half of the fitted maximal effect; on the % scale 0 is the no-effect control and ±100 the full control effect; nearly all actives have a fitted effect of over 65% in size
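GFP signal (ex488/em500-530) from TGF-beta-stimulated HEPG2 CAGA-GFP cells, 500 pg/mL final, 18 h at 37 degrees C in DMEM plus 1% FBS, normalized to unstimulated and DMSO-stimulated controls.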
IL1B secr inh: inflammasome signaling inhibition, IL-1 beta readout; THP-1 LPS/ATP IL-1B secretion, AlphaLISA, 16 h; active compounds read low; activity change, % at 57.5 µM; hit rate 4.7% among 360,000; AID 743279; in the data active means activity change below about -50%; inconclusive means mostly about -30% to -49%; further: on the % scale 0 is the no-effect control and ±100 the full control effect
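THP-1 cells pretreated 1 hr with compounds (up to 57.5 uM final), then stimulated with LPS (250 ng/mL final) plus ATP (1.25 mM final); secreted IL-1B measured by AlphaLISA after 16 hr, decreased signal indicating inhibition.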
MCF10A rerep: induces DNA re-replication in MCF 10a normal breast cells. MCF 10A DNA re-replication, Hoechst nuclear intensity, 48 h. Potency, µM (titrated, usually from 46.1 µM), for inactives: at the highest dose activity, positive = re-replication, hits mostly activators. hit rate 2.9% among 350,000. AID 624296; further: potency means the concentration at half of the fitted maximal effect; % of control where 0% means no effect; nearly all actives have a fitted effect of over 50% in size
Numbers without * were called inactive; i = inactive; ? = inconclusive; / = not tested or not shown; & = joins results of further samples; [ ] = remark or other dose. Unless noted, the call rests on the fitted dose curve; in most records, active means well fitted curve in the direction sought with a large enough effect; inconclusive means small, poorly fitted or top-dose-only effect, or another doubt; inactive means no such curve, though single readings can be large; an effect the other way counts as inactive or inconclusive.

SMILES | HepG2 tox | A549 viability | ATXN viability | Nrf2 activator | Nrf2 inh | ATXN2 expr inh | TGFb inhibitor | IL1B secr inh | MCF10A rerep
O=C1Cc2ccccc2C(=O)N1c1cccc(Cl)c1 | 3% | 2% | ? | -0.8% | 0% | -15% | -20% | 12 | 9%
COc1ccc(C(CNC(=O)c2ccc(C)c(S(=O)(=O)N3CCCCC3)c2)N2CCCC2)cc1 (stereo not given) | 4% | -3% | i | -0.4% | 7% | 9% | 13% | -23 | 23%
Cc1ccc(Cn2ccc(NC(=O)c3nc4ncccn4n3)n2)cc1 | 1% | -5% | i | 0.2% | 25% | 1% | -28% | -9 | 2%
O=C(O)COc1cccc2ccccc12 | 9% | 0% | i | -0.7% | / | 5% | 0% | 21 | -7%
CC1=Nc2cc(C(=O)NC3CCCCC3)ccc2Sc2ccc(Cl)cc21 | -16% | -12% | / | 0.7% | / | / | ? | / | /
Cc1cc(C(=O)COC(=O)c2ccc(O)cc2)c(C)n1CC1CCCO1 (stereo not given) | -20% | -16% | ? | -1.0% | ? | 35%[activator] | 0% | 36 | 2%
CCOC(=O)N1CCN(S(=O)(=O)N2CCCC(C(=O)NCc3cc(OC)ccc3OC)C2)CC1 (stereo not given) | -20%&-24% | 5% | i | 1.0%&-1.3% | / | / | -19%&1% | -2 | /
O=C(COc1ccccc1[N+](=O)[O-])Nc1ccc(NC(=O)c2cc3ccccc3o2)cc1 | -33% | -9% | ? | -0.5% | ? | ? | ? | -12 | ?

SMILES | HepG2 tox | A549 viability | ATXN viability | Nrf2 activator | Nrf2 inh | ATXN2 expr inh | TGFb inhibitor | IL1B secr inh | MCF10A rerep
CC1=C(C(=O)Nc2ccc(Cl)cc2)C(C(C)C)n2nc(SCc3cccc(C)c3)nc2N1 (stereo not given) | 0% | 1% | i | -0.7% | 12% | 1% | -4% | / | /
COc1ccc(NC(=O)c2cc(S(=O)(=O)N(C)C)ccc2N2CCCC2)cc1Cl | 8% | -1% | i | 0.1% | 4% | -16% | 0% | -1 | 7%
O=C1Nc2ccccc2N(O)N1c1ccc(Cl)c(Cl)c1 | -3% | 2% | i | 0.1% | ? | -16% | 0% | -3 | 1%
O=C(O)COCC(=O)NCc1csc2ccc(Cl)cc12 | -11% | 12% | i | 0.3% | 7% | 7% | 2% | 9 | -11%
Cc1noc(C)c1S(=O)(=O)N1CCCC1C(=O)NC(C)(C)C (stereo not given) | 12% | -20% | i | -0.7% | 3% | / | 4% | 13 | -5%
Cc1cc(C(=O)Nn2c(C3CCCCC3)nc3ccccc3c2=O)ccc1[N+](=O)[O-] | -54% | -11% | ? | 4.3% | ? | / | 20µM* | 51 | ?
CCOc1ncccc1C(=O)Nc1ccc2c(C)cc(=O)oc2c1 | -20% | 0% | i | 14% | 8% | -22% | -3% | 36 | 5%
CSc1ccc(S(=O)(=O)Nc2ccc(N3CCOCC3)c(Cl)c2)cc1 | -5% | -19% | i | 3.6% | ? | 11% | ? | 1 | ?

SMILES | HepG2 tox | A549 viability | ATXN viability | Nrf2 activator | Nrf2 inh | ATXN2 expr inh | TGFb inhibitor | IL1B secr inh | MCF10A rerep
CSc1ncc(Cl)c(C(=O)N(C)c2ccccc2)n1 | -5% | 12% | i | 7.1% | 8% | -5% | -2% | / | /
Cc1cccnc1NC(=O)COc1ccc2oc3c(c2c1)CCCC3 | -23% | -1% | i | 0.7% | 4% | 39% | -5% | 0 | 15%
O=C(NC1CCS(=O)(=O)C1)Oc1ccc(Cl)cc1 (stereo not given) | 12% | -17% | i | -0.4% | -15% | -3% | 6% | 14 | -2%
CCC(=O)N1CCCc2ccccc21 | 17% | -4% | i | -0.6% | 0% | / | -8% | 14 | -4%
c1ccc(-c2nnc(CSc3nnc(-c4cccs4)o3)o2)cc1 | -17% | / | i | 20% | ? | 0% | 3% | 13 | 10%
O=C(NCc1cccnc1)c1ccc(CS(=O)(=O)Cc2ccc(Cl)cc2)o1 | -3% | -2% | i | -0.6% | -10% | -4% | 0% | 20 | 2%
CCC(CO)NC1=C([N+](=O)[O-])C(=O)CC(C)(C)C1 (stereo not given) | -1% | -1% | i | -1.2% | -10% | 9% | -23% | -8 | 0%
O=C(c1ccc2ccccc2c1)N1CCCCC1 | -33% | 0% | i | -0.4% | 21% | 5% | 4% | 16 | 2%

SMILES | HepG2 tox | A549 viability | ATXN viability | Nrf2 activator | Nrf2 inh | ATXN2 expr inh | TGFb inhibitor | IL1B secr inh | MCF10A rerep
COc1ccc(C(=O)OC(C)C(=O)NC(C)CCc2ccccc2)c(OC)c1 (stereo not given) | -4% | -4% | ? | 2.2% | -13% | 0% | 0% | -8 | 13%
Cn1c(=O)c(=O)n(C)c2cc(S(=O)(=O)CCC(=O)Nc3ccc(F)cc3)ccc21 | 5%&1% | -2%&-7% | i | 2.9%&0.5% | ? | 25% | 1% | 14 | 2%
CN(CC(=O)Nc1ccccc1Cl)C(=O)C1CCN(S(=O)(=O)c2ccc3c(c2)OCCO3)CC1 | 12% | -14% | i | -0.2% | -12% | -10% | 5% | -7 | 8%
Cc1ccc(/C=N/NC(=O)CN2C(=O)CSc3ccccc32)o1 | -5% | 5% | i | 2.6% | -6% | 9% | -2% | 3 | 4%
COc1cc(C(=O)Nc2cccc(S(=O)(=O)NCc3ccco3)c2)cc(OC)c1OC | -12% | -5% | i | 8.2% | -26% | 18% | 13% | ? | -2%
COc1cc(CNc2ccc3[nH]c(=O)[nH]c3c2)ccc1OCc1c(F)cccc1Cl | -12% | 0% | i | 4.8% | 1% | 4% | 24% | -29 | 1%
O=S(=O)(NCCN1CCN(S(=O)(=O)c2ccccc2F)CC1)c1ccccc1F | -7% | 0% | i | -0.2% | -4% | 7% | 3% | 11 | 3%
Cc1ccc(C(=O)N/C(=C\c2cn(C)c3ccccc23)C(=O)NCCCn2ccnc2)cc1 | -10% | 0% | i | 2.5% | -5% | 0% | -5% | -22 | 22%

SMILES | HepG2 tox | A549 viability | ATXN viability | Nrf2 activator | Nrf2 inh | ATXN2 expr inh | TGFb inhibitor | IL1B secr inh | MCF10A rerep
O=S(=O)(c1ccc2c(c1)CCC2)N1CCN(c2nc(-c3ccccc3)nc3ccccc23)CC1 | 6% | -3% | / | / | ? | / | -7% | / | /
COc1cc(NC(=O)c2cc3c(s2)-c2ccccc2OC3)cc(OC)c1OC | -55% | -11% | ? | -5.4% | 21µM* | ? | ? | / | /
Cc1ccsc1CNC12CC3CC(CC(C3)C1)C2 | -24% | -11% | i | 0.5% | 4% | -22% | -25% | -6 | -7%
COC(=O)Cc1csc(Nc2ccc(F)c(Cl)c2)n1 | 73% | -11% | i | 4.5% | -6% | -8% | -24% | 13 | 1%
CCOC(=O)CSc1nnc(CNc2cccc(Cl)c2)n1C | -4% | 9% | i | -1.0% | 5% | 4% | -2% | -1 | 4%
O=C1/C(=C/c2ccccn2)SC(=S)N1CCc1ccccc1 | -12% | 22% | i | 4.0% | 8% | / | -14% | -10 | 8%
O=C(O)c1cccc(S(=O)(=O)Nc2ccc3c(c2)CCC3)c1 | 11% | 2% | i | 0.1% | 11% | -1% | -3% | 15 | 1%
CSc1ccccc1C(=O)OCC(=O)NC1CCCCCCC1 | 6% | / | i | -0.8% | / | / | 8% | 0 | /

SMILES | HepG2 tox | A549 viability | ATXN viability | Nrf2 activator | Nrf2 inh | ATXN2 expr inh | TGFb inhibitor | IL1B secr inh | MCF10A rerep
CCn1c(C(=O)N2CCC(C(=O)NCCCSC3CCCCC3)CC2)cc2sccc21 | -43% | 6% | i | -0.6% | -20% | -35% | ? | 2 | -7%
COc1ccc([N+](=O)[O-])cc1/C=N/Nc1nn[nH]n1 | 0% | 2% | i | 1.7% | ? | 17% | 18% | -1 | 4%
COc1cc(CNc2cccc3[nH]c(C(F)(F)F)nc23)cc(OC)c1 | -46% | -7% | i | 2.0% | ? | / | 13µM* | 41 | ?
O=C(Nc1nc2ccccc2n1Cc1ccccc1)c1ccc(COc2ccccc2[N+](=O)[O-])o1 | -24% | -1% | i | ? | / | -7% | 2% | 39 | ?

Some of the entries so far, field by field.
Structure: CSc1ncc(Cl)c(C(=O)N(C)c2ccccc2)n1
  HepG2 tox = -5%; A549 viability = 12%; ATXN viability = i; Nrf2 activator = 7.1%; Nrf2 inh = 8%; ATXN2 expr inh = -5%; TGFb inhibitor = -2%; IL1B secr inh = /; MCF10A rerep = /

Structure: c1ccc(-c2nnc(CSc3nnc(-c4cccs4)o3)o2)cc1
  HepG2 tox = -17%; A549 viability = /; ATXN viability = i; Nrf2 activator = 20%; Nrf2 inh = ?; ATXN2 expr inh = 0%; TGFb inhibitor = 3%; IL1B secr inh = 13; MCF10A rerep = 10%

Structure: COc1cc(CNc2cccc3[nH]c(C(F)(F)F)nc23)cc(OC)c1
  HepG2 tox = -46%; A549 viability = -7%; ATXN viability = i; Nrf2 activator = 2.0%; Nrf2 inh = ?; ATXN2 expr inh = /; TGFb inhibitor = 13µM*; IL1B secr inh = 41; MCF10A rerep = ?

Structure: Cc1cccnc1NC(=O)COc1ccc2oc3c(c2c1)CCCC3
  HepG2 tox = -23%; A549 viability = -1%; ATXN viability = i; Nrf2 activator = 0.7%; Nrf2 inh = 4%; ATXN2 expr inh = 39%; TGFb inhibitor = -5%; IL1B secr inh = 0; MCF10A rerep = 15%
